Bioassay records (PubChem BioAssay)
FLuc modulator = inhibits or activates purified firefly luciferase, miR-21 counter-screen; Potency, µM (series often up to 57.5 µM), inactives show at the top dose activity change, negative = inhibition, actives largely listed as inhibitors; P08659; purified FLuc, Km substrates, luminescence inhibition; 360,000 compounds, 6.9% hits;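 note: plate controls were vehicle for no effect and reference inhibitor for full effect; nearly all actives have a fitted effect of over 55% in size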
Target sequence (P08659 whole entry, looked up): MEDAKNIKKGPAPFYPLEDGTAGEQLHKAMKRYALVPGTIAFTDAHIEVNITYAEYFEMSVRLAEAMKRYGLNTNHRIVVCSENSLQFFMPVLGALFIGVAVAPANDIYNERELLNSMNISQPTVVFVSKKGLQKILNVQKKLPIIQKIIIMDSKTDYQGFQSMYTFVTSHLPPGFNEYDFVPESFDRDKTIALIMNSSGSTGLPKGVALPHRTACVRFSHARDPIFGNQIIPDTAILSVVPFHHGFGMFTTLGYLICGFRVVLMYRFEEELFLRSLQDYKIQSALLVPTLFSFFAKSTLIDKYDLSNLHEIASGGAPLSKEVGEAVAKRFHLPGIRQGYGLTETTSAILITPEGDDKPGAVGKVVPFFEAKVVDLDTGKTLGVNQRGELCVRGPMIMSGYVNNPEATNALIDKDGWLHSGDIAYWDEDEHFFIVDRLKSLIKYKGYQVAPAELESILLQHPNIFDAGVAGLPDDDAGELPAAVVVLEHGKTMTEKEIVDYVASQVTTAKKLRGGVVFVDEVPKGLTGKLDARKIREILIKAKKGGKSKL
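Purified P. pyralis luciferase (10nM final) with 10uM D-luciferin and 10uM ATP (Km levels) in 50mM Tris acetate pH 7.5, 10mM Mg acetate, 0.01% Tween-20, 0.05% BSA; qHTS 6-point titration, ~60 µM downward; luminescence read.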
VP16 counter = counter-screen for ROR gamma inhibitors: Gal4-VP16 reporter. Drosophila S2 Gal4-VP16 UAS-luciferase, luminescence, 20 h. Potency, µM (series often up to 53.6 µM), without a hit: at the highest dose activity, negative = inhibition, most hits filed as inhibitors. 310,000 compounds, 3.5% hits. AID 2546;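 note: Gal4-VP16 expression switched on by copper sulfate through the metallothionein promoter; % is set by controls: 0 for no effect and ±100 for the full control effect; nearly all actives have a fitted effect of over 50% in size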
RORg inh = blocks mouse ROR gamma transcriptional activity | 310,000 compounds, 5.4% hits | P51450 | Potency, µM (series often up to 53.6 µM), for the others: top-dose activity change, negative = inhibition, hits mostly inhibitors | Drosophila S2 Gal4-RORgamma UAS-luciferase reporter, 20 h; note: % is set by controls: 0 for no effect and ±100 for the full control effect; nearly all actives have a fitted effect of over 60% in size
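A Gal4/UAS one-hybrid system in insect cells: metallothionein-promoter Gal4–ROR gamma fusion plus Photinus luciferase reporter. Copper sulfate 700 uM final, 20 hr ambient incubation, luminescent detection after 10 min with reagent.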
NPC1 prom act = NPC1 promoter activation. Potency, µM (top dose mostly 9.22 µM), for the others: top-dose activation, most hits filed as activators. Huh7 NPC1 promoter luciferase reporter, 24 h. 320,000 compounds, 2.4% hits. AID 485313;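 note: % of control where 0% means no effect; nearly all actives have a fitted effect of over 60% in size; reporter is driven by a mutant NPC1 promoter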
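Compounds in DMSO were transferred onto Huh7 NPC1-luciferase reporter cells pre-incubated 2 h; after 24 h at 37 °C, Amplite reagent was dispensed and luminescence recorded 10 min later.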
Rab9 promoter act = activates the Rab9 promoter; Huh7 Rab9 promoter-luciferase reporter, luminescence, 24 h; Potency, µM (doses to about 9.22 µM), inactives show at the highest dose activation, negative = inhibition, hits mostly activators; 320,000 compounds, 2.8% hits; AID 485297; note: % of control where 0% means no effect; nearly all actives have a fitted effect of over 60% in size
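Stable Rab9-luc Huh7, 1500 cells/well, 2 h settle; cmpd in DMSO, 24 h, 37 °C/5% CO2; luciferase reagent 10 min RT; luminescence.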
BRCA1 expr up = BRCA1 expression activation. AID 624202. MCF7-BRCA1-FFLuc reporter, luminescence, 48 h; response scale: scaled: vehicle 0%, 10 µM genistein 100%. 380,000 compounds, 1.1% hits. Potency, µM (highest dose often 46.1 µM), for inactives: at the highest dose activation, hits mostly activators; note: nearly all actives have a fitted effect of over 80% in size; some results filed as inactive show a strong effect at the top dose
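Compounds are tested at multiple concentrations on MCF7 BRCA1-luciferase reporter cells seeded at 2000 per well; after 48 h, a single luminescence end-point is taken and curves fitted to the normalized data.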
MBNL1 CUG block = inhibitors of human MBNL1 binding to CUG repeat RNA | TR-FRET MBNL1-His/biotin-(CUG)12 binding, 665/545 ratio | 280,000 compounds, 0.036% hits | Potency, µM (titrated, usually from 57.5 µM), for inactives: at the top dose activity change, negative = inhibition, most hits filed as inhibitors | Q9NR56; active = well fitted inhibition curve with a large enough effect in the signal ratio, with a control signal flat, not every such curve was filed as active; inconclusive = small, poorly fitted or top-dose-only effect, or effect the other way, or a change in a side signal; inactive = no such curve, though single readings can be large or run the other way; the % refers to the signal ratio; note: % is set by controls: 0 for no effect and ±100 for the full control effect
Target sequence (Q9NR56 whole entry, looked up): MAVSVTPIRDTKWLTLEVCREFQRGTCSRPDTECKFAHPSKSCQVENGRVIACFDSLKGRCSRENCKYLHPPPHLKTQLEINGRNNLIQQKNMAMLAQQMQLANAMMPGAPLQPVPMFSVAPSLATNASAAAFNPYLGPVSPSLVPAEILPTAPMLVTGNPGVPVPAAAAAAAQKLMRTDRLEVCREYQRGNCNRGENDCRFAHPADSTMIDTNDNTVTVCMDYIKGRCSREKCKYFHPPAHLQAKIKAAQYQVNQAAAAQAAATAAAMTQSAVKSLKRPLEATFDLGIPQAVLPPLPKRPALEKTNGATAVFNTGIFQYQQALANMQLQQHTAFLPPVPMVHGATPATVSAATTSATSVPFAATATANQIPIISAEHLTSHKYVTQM
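MBNL1-His + Biotin-(CUG)12, cpd titration 92 nM–58 uM; Tb anti-His Ab 0.055 ng/ul, SA-XL665 5 nM (final); 60 min RT; ratiometric 665/545 nm, Ex 340 nm; normalized to buffer and full-complex controls.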
ELG1 genotox = inducers of genotoxicity in HEK293T ELG1-luciferase cells; HEK293T ELG1-luciferase reporter, luminescence, 16 h; Potency, µM (series often up to 46 µM), without a hit: top-dose activity change, positive = activation, hits mostly activators; 330,000 compounds, 1.3% hits; AID 504466; note: % of control where 0% means no effect; nearly all actives have a fitted effect of over 60% in size
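HEK293T cells expressing luciferase-tagged ELG1 were treated with compound or DMSO for 16 hr at 37°C. Luciferase activity was then read after 30 min with ONE-Glo at room temperature; rising signal flags genetic stress.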
uPA surface inh = cell surface uPA generation inhibition. Potency, µM (series often up to 38.3 µM), without a hit: top-dose activity change, negative = inhibition, hits mostly inhibitors. 330,000 compounds, 0.31% hits. cell surface uPA generation assay, qHTS; active = well fitted inhibition curve with a large enough effect; inconclusive = small, poorly fitted or top-dose-only effect; inactive = no such curve, though single readings can be large or run the other way; tested in mouse RAW 264.7 cells; note: % is set by controls: 0 for no effect and ±100 for the full control effect; nearly all actives have a fitted effect of over 55% in size
p53 reactivator = re-activators of mutant p53; H1299 p53-A138V BP100-luciferase reporter, luminescence, 24 h; Potency, µM (series often up to 92.2 µM), without a hit: at the top dose activity change, positive = activation, hits mostly activators; 320,000 compounds, 0.063% hits; note: % of control where 0% means no effect; nearly all actives have a fitted effect of over 45% in size
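p53-null H1299 cells stably carrying temperature-sensitive p53-A138V and a BP100-luciferase reporter were pinned with compounds (4-point, 1:5 series) and held 24 hrs at 37 deg C. Luminescence was read 10 min after detection reagent.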
Numbers without * were called inactive; ? = inconclusive; . = not tested or not shown; & = joins results of further samples; [ ] = dose if it differs, or a comment. Unless noted, calls come from the whole dose curve; as a rule, active = well fitted curve in the direction sought with a large enough effect; inconclusive = small, poorly fitted or top-dose-only effect, or another doubt; inactive = no such curve, though single readings can be large; an effect the other way counts as inactive or inconclusive. Potency is the fitted concentration of half-maximal effect.

SMILES	FLuc modulator	VP16 counter	RORg inh	NPC1 prom act	Rab9 promoter act	BRCA1 expr up	MBNL1 CUG block	ELG1 genotox	uPA surface inh	p53 reactivator
N#Cc1cc(C(=O)c2cc(Br)ccc2O)cn(C2CCCCC2)c1=O	-1%	?	-16%	-3%	0%	-69%	4%	-11%	.	-3%
Cc1ccc(OCC(O)CNC(=O)c2ccccc2C(=O)O)cc1 (stereo not drawn)	?	-6%	29%	1%	-1%	1%	9%	4%	2%	10%
CCc1nc(C#N)c(N2CCOCC2)o1	-7%	-1%	-1%	1%	-12%	7%	5%	0%	3%	-1%
Cc1ccc(-n2c(O)c(/C=N/n3cnnc3)c3ccccc3c2=O)cc1	-6%&-12%	5%&20%	-1%&20%	-4%&-7%	1%&4%	-1%&0%	4%&-10%	0%&1%	12%&14%	?
COc1ccc(NC(=O)C2C3C=CC(O3)C2C(=O)NCc2cccnc2)cc1 (stereo not drawn)	0%	?	-2%	-5%	8%	3%	-1%	4%	-5%	30%
CC1Cc2ccccc2N1C1=NS(=O)(=O)c2ccccc21 (stereo not drawn)	?	3%	12%[10 µM]	14%	5%	37%	7%	8%	-3%	9%
CCN(CC)S(=O)(=O)c1ccc(N2CCOCC2)c(NC(=O)c2ccc(=O)n(C)n2)c1	4%	.	.	1%	-5%	-12%	.	5%	-1%	-4%
O=C(CNC(=O)c1cccs1)NCCN1CCN(c2ccccc2F)CC1	5%	.	0%[0.365 µM]	-3%	-6%	3%	-1%	1%	-8%	-6%
CN(C)CCCC(C)(O)C(C)(C)c1ccccc1 (stereo not drawn)	3%	3%	2%	0%	-4%	-24%	-7%	-3%	6%	-12%
O=C(OCC(=O)N1CCC(Cc2ccccc2)CC1)c1ccc[nH]c1=O	1%	-1%	2%	0%	1%	8%	-9%	-1%	-3%	17%
O=C(OCC(=O)c1c[nH]c2ccccc12)c1cc2ccccc2cc1O	?	0%	20%	1%	10%	-40%	.	8%	-1%	10%
C=CCN(CC=C)C(=S)NCCc1ccc(OC)c(OC)c1	-1%	4%	-15%	-2%	2%	9%	1%	-2%	3%	3%
COc1ccccc1N1CCN(CCN2C(=O)C3CCCN3C2=O)CC1 (stereo not drawn)	0%	1%	-15%	0%	-1%	-7%	?	-1%	2%	4%
Cc1cc(C)nc(N2CCN(CC(=O)NCc3ccccc3)CC2)n1	0%	-5%	5%	-2%	13%	-16%	-4%	-2%	5%	-11%
COC1(OC)N=C(N)C2(C#N)C(c3cccc(Oc4ccccc4)c3)C12C#N (stereo not drawn)	0%	-6%	26%	-2%	-1%	-38%	-1%	-9%	5%	1%
N#CCCCn1c(O)c(N=NC(=O)C(O)c2ccccc2)c2ccccc21 (stereo not drawn)	2%	-11%	28%	9%	6%	-17%	?	-12%	2%	-1%
Cc1ccc(CNC(=O)C2CCC(CNS(=O)(=O)c3cccc4cccnc34)CC2)cc1 (stereo not drawn)	3%	1%	0%	0%	-5%	0%	-4%	0%[9.26 µM]	2%	-3%
Cc1ccccc1CSc1nc2ccccc2c(=O)[nH]1	-6%	8%	9%	-7%	0%	-23%	-6%	2%	2%	-2%
COCCn1c(N)c(C#N)c2nc3ccccc3nc21	3%	0%	3%	0%	-3%	1%	28%	-2%	.	-6%
COc1c(C)cc(S(=O)(=O)NCc2ccccn2)c(C)c1C	-2%	-10%	-15%	-5%	-4%	14%	-1%	0%	5%	8%
CC(=NNC(=O)c1cccs1)c1ccc2c(c1)OCCO2	.	.	.	.	.	?	.	16µM*	?	?
CC(C)Sc1nnc([C@H](Cc2c[nH]c3ccccc23)NC(=O)OC(C)(C)C)o1	4%	11%	4%	1%	-4%	-3%	-3%	-11%	3%	6%
O=C(OCC(=O)c1c[nH]c2ccccc12)c1cccc(O)c1	9.5µM*	-19%	-26%	11%	?	?	-3%	?	-1%	?
O=C(CSc1ncnc2c1oc1ccccc12)Nc1ccccc1C(F)(F)F	6%	2%	-23%	0%	-5%	-9%	?	1%	1%	-7%
O=C(NCC1CCCO1)C(c1ccc(F)cc1)N(C(=O)Cn1nnc(-c2ccc(F)cc2)n1)c1cccc(O)c1 (stereo not drawn)	0%	-7%	?	-3%	-7%	-22%	2%	-26%	0%	-5%

An excerpt from above with just p53 reactivator:
molecule	p53 reactivator
Cc1ccc(CNC(=O)C2CCC(CNS(=O)(=O)c3cccc4cccnc34)CC2)cc1 (stereo not drawn)	-3%
Cc1ccccc1CSc1nc2ccccc2c(=O)[nH]1	-2%
COCCn1c(N)c(C#N)c2nc3ccccc3nc21	-6%

An excerpt from above in order of length of the SMILES, largest number first:
SMILES	FLuc modulator	VP16 counter	RORg inh	NPC1 prom act	Rab9 promoter act	BRCA1 expr up	MBNL1 CUG block	ELG1 genotox	uPA surface inh	p53 reactivator
Cc1cc(C)nc(N2CCN(CC(=O)NCc3ccccc3)CC2)n1	0%	-5%	5%	-2%	13%	-16%	-4%	-2%	5%	-11%
O=C(OCC(=O)c1c[nH]c2ccccc12)c1cccc(O)c1	9.5µM*	-19%	-26%	11%	?	?	-3%	?	-1%	?
CC1Cc2ccccc2N1C1=NS(=O)(=O)c2ccccc21 (stereo not drawn)	?	3%	12%[10 µM]	14%	5%	37%	7%	8%	-3%	9%

Back to the main list, repeating the 4 entries before the break.
SMILES	FLuc modulator	VP16 counter	RORg inh	NPC1 prom act	Rab9 promoter act	BRCA1 expr up	MBNL1 CUG block	ELG1 genotox	uPA surface inh	p53 reactivator
CC(C)Sc1nnc([C@H](Cc2c[nH]c3ccccc23)NC(=O)OC(C)(C)C)o1	4%	11%	4%	1%	-4%	-3%	-3%	-11%	3%	6%
O=C(OCC(=O)c1c[nH]c2ccccc12)c1cccc(O)c1	9.5µM*	-19%	-26%	11%	?	?	-3%	?	-1%	?
O=C(CSc1ncnc2c1oc1ccccc12)Nc1ccccc1C(F)(F)F	6%	2%	-23%	0%	-5%	-9%	?	1%	1%	-7%
O=C(NCC1CCCO1)C(c1ccc(F)cc1)N(C(=O)Cn1nnc(-c2ccc(F)cc2)n1)c1cccc(O)c1 (stereo not drawn)	0%	-7%	?	-3%	-7%	-22%	2%	-26%	0%	-5%
CCn1c(=O)c(C(=O)NNC(=O)c2ccc(Cl)cc2Cl)c(O)c2ccccc21	1%	?	10µM*	-1%	-6%	-8%	-4%	-8%	1%	10%
CC(C)(C)OC(=O)NCCCC[C@H](NC(=O)c1nc[nH]c1C(=O)NC(c1ccccc1)c1ccccc1)C(=O)OC(C)(C)C	-4%	?	10µM*	2%	1%	-30%	16%	-5%	?	-2%
CCCCN(CCO)c1ncnc2sc(-c3ccccc3)cc12	6%	4%	0%	-3%	-7%	-4%	18%	-8%	-2%	-11%
COCc1nnc(NC(=O)c2c(-c3c(Cl)cccc3Cl)noc2C)s1	-1%	?	?	1%	1%	-4%	0%	-11%	4%	0%
O=C(C[C@H]1C[C@H](C(=O)N2CCOCC2)[C@@]2(CCC3CCCC3)c3[nH]c4ccc(Cl)cc4c3CCN2C1=O)NCCN1CCOCC1	.	.	.	.	.	19%	.	4%	7%	0%
CN(C)S(=O)(=O)c1ccc(C(=O)Nc2ccc(OCC(=O)N3CCOCC3)cc2)cc1	15µM*	0%	-10%	2%	9%	2%	-11%	4%	-5%	12%
CCCc1cc(=O)[nH]c(SCC)n1	0%	-1%	12%	-2%	2%	2%	4%	-3%	-2%	1%
Cc1ccc(NC(=O)Cn2nc(C(=O)O)c3ccccc3c2=O)cc1S(=O)(=O)N1CCCCC1	.	.	.	.	.	3%	.	0%	1%	-13%
COc1ccc(NC(=O)CNC(=O)C23CC4CC(CC(C4)C2)C3)c(OC)c1	2%	.	.	4%	-5%	-15%	.	-1%	1%	6%
COC(=O)c1cccc(NC(=O)Nc2ccccc2OC)c1	12µM*	-11%	2%	16%	?	91%	8%	?	1%	5%
Cc1ccc(-c2cc(=O)c3cc(F)ccc3[nH]2)cc1	27µM*	-3%	16%	1%	16%	-13%	-7%	12%	?	?
CCOC(=O)CCCSc1nc2sc3c(c2c(=O)[nH]1)CCC3	8%	-6%	3%	-3%	0%	0%[1.84 µM]	0%	0%	0%	1%
Cc1ccc(CSc2nc3ccncc3[nH]2)cc1	2.7µM*	7.9µM*	7.9µM*	?	?	?	9%	?	-99%	.
